# VLA-4 inh: inhibition in a human VLA-4 binding assay | VLA-4 expressing cells, ligand binding flow cytometry | inhibition, % (about 7 µM as worked out from the volumes in the protocol) | 330,000 tested, 0.2% active | AID 2557; in the data active = inhibition above about 50%
# MEX-5 binding: C. elegans MEX-5 TCR-2 RNA binding activity. MEX-5/FITC-TCR2 RNA binding, fluorescence polarization; hits give low values. activity score (negative = inhibition of binding), % at 10 µM. 300,000 tested, 0.38% active. AID 1832;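 active = inhibition past about -25% in most replicates, and total fluorescence under double the plate's negative control median, limit read from the data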;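 also: 0% = DMSO and -100% = 5 µM competing unlabeled TCR2 RNA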
# BCLXL inh: Bcl-xL (human) inhibition. GST-Bcl-xL / FITC-Bim BH3 peptide fluorescence polarization. inhibition, % at 10.9 µM. Q07817. 320,000 tested, 0.7% active;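 active = inhibition above the mean of all tested compounds plus 3 SD, cutoff set per campaign, cut at about 30% in these data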;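 also: 0% = DMSO wells and 100% = unlabeled Bim-BH3 peptide competitor; inhibitors lower millipolarization by displacing the labeled peptide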
# MCL1-BIM inh: inhibitors of human MCL1 binding to BIM-BH3 peptide. 320,000 tested, 0.68% active. AID 2057. GST-MCL1 / FITC-Bim-BH3 fluorescence polarization. inhibition, % at 10.9 µM. Q07820;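 active = inhibition above the mean inhibition of all tested compounds plus 3 SD, set per campaign, cut at about 40% in these data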;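 also: 0% = DMSO wells and 100% = unlabeled Bim-BH3 peptide control; higher means more loss of mP so more displacement of Bim peptide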
# Target sequence (Q07820 whole entry, looked up): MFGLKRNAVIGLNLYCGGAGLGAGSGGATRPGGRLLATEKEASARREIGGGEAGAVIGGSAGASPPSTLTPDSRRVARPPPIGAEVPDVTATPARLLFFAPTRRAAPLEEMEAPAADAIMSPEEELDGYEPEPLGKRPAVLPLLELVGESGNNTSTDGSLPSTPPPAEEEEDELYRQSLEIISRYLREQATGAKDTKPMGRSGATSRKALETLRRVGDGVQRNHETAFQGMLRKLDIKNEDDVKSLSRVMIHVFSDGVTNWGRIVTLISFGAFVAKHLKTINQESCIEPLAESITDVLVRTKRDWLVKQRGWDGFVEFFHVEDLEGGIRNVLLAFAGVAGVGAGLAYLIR
# GRK2 aptamer HTS: inhibitors of human GRK2 displacing RNA aptamer; bead flow cytometry, FAM-aptamer displacement from GRK2; 330,000 tested, 0.59% active; P25098; inhibition of aptamer binding, % at 10 µM; AID 488847;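 active = inhibition of aptamer binding above 40%, roughly 3 SD of noise, on plates passing a quality check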;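 also: median bead fluorescence of bound FAM aptamer so fluorescent compounds give negative values; no value below 0 was filed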
# Target sequence (P25098 whole entry, looked up): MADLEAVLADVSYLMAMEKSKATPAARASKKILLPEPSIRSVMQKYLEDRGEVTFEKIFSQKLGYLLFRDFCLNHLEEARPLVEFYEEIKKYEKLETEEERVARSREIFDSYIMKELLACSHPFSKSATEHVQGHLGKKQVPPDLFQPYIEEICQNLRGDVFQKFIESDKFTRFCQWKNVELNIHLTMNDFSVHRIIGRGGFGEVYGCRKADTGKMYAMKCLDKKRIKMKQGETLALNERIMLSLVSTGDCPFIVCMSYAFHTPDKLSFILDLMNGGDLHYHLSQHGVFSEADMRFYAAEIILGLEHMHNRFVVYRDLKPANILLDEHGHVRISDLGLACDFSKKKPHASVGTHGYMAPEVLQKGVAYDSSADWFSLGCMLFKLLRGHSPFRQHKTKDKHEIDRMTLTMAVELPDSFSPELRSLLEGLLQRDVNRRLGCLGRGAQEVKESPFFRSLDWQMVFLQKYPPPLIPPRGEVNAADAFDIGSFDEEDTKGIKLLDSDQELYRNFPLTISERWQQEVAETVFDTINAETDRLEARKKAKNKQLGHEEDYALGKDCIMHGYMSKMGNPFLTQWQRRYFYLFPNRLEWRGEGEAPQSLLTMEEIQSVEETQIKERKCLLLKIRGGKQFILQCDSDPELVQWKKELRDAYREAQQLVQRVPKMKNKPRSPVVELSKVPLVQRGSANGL
# PME-1 inh: blocks human protein phosphatase methylesterase 1. Q9Y570. recombinant PME-1, FP-Rh probe fluorescence polarization. inhibition, % at 5.9 µM. 320,000 tested, 0.53% active;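 active = inhibition above the campaign mean of all compounds plus 3 SD, cut at about 26% in these data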;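 also: competitive labeling of PME-1 active site by serine hydrolase directed probe; 0% = PME-1 with DMSO and 100% = wells lacking PME-1 enzyme; inhibitors block probe labeling so polarization falls and inhibition rises; many of its hits are not listed in these tables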
# Fam108B inh: Fam108B inhibition, counter-screen for RBBP9 inhibitors; inhibition, % at 9.51 µM; AID 1947; 300,000 tested, 0.33% active; recombinant Fam108B, FP-Rh probe fluorescence polarization;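 active = inhibition above the screen mean inhibition plus 3 SD, computed separately per campaign, cut at about 18% in these data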;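 also: inhibitors lower polarization as less probe binds the enzyme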
# GLD-1 RNA inh: GLD-1-TGE RNA interaction inhibition (C. elegans) | Q17339 | purified GLD-1 + fluorescein TGE RNA, fluorescence polarization | AID 2280 | inhibition, % at 5.96 µM | 320,000 tested, 0.44% active;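 active = percent inhibition above a per-plate cutoff, the plate mean of test compounds plus 3 SD, cut at about 30% in these data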;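 also: 0% = DMSO wells with GLD-1 and probe and 100% = wells lacking GLD-1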
# Efflux pump inh: antifungal efflux pump inhibition, Nile Red retention; S. cerevisiae Candida pump triplex; inhibition, % at 10 µM; 330,000 tested, 0.44% active;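 active = plate passing quality check with inhibition over a set limit, or well fluorescence over plate mean plus 4 SD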;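 also: Nile Red retained in pooled yeast measured as flow cytometry median fluorescence; 0% = buffer negative control and 100% = Enniatin B positive control; higher means more Nile Red kept so more efflux inhibition; some compounds called inactive have numbers as strong as hits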
# Active calls of the source: *; . = not tested or not shown. An excerpt; count on the stated rates, not on these rows.
SMILES,VLA-4 inh,MEX-5 binding,BCLXL inh,MCL1-BIM inh,GRK2 aptamer HTS,PME-1 inh,Fam108B inh,GLD-1 RNA inh,Efflux pump inh
COc1ccccc1C(=O)N/C(=C\c1ccccc1)C(=O)NC(C)C(=O)O (stereo unspecified),24,0.1,-2,-4,3,-1,-4,-7,0.1
COc1ccc2c(c1OC)C(=O)OC2Nc1ccccc1S(=O)(=O)C(F)F (stereo unspecified),8,1.3,0,5,0,3,0,6,0.0
CCc1nn(CC(=O)NCCCc2ccccc2)c(=O)c2cc3cc(F)ccc3n12,7,-0.1,6,0,0,-3,-8,-2,-0.2
O=C(CCC1CCCN(C(=O)CCC(F)(F)F)C1)NCc1ccc(F)c(F)c1 (stereo unspecified),3,3.0,1,-1,0,1,4,-7,0.1
Cc1cccc(NC(=O)C2(c3ccccc3)CCOCC2)c1,-9,1.1,3,1,3,-1,-3,-3,0.4
CCOC(=O)C1(Cc2cccc(Cl)c2)CCCN(CCO)C1 (stereo unspecified),0,2.8,3,6,1,9,1,3,-0.1
C=CCSc1nnc(Cn2c(=O)sc3ccccc32)n1C,3,-1.0,-1,-5,1,2,2,1,0.0
Cc1cc(C)c([N+](=O)[O-])cc1-c1ccc(/C=N/NC(=O)c2nonc2N)o1,18,-0.4,3,3,4,8,7,5,0.1
Cc1nc2nc(-c3cccnc3)[nH]n2c(=O)c1Cc1ccccc1,-13,-0.9,4,10,5,-5,-7,1,-0.1
Cc1ccc(C2N3CC4([N+](=O)[O-])CN2CC([N+](=O)[O-])(C3)C4(C)C)cc1 (stereo unspecified),-2,0.3,6,11,1,1,5,2,0.1
C[C@]12CCC[C@H](O1)[C@H]([C@@H](O)c1ccccc1)O2,0,.,2,1,0,-2,.,-3,0.0
COc1cc(Cl)ccc1NC(=S)N(CCN(C)C)C(C)c1ccncc1 (stereo unspecified),2,0.0,4,6,3,2,-6,5,0.0
O=c1cc(O)c(-c2ccccc2)c(Cl)[nH]1,4,-0.2,10,6,0,5,1,0,-0.1
COC(=O)CSc1nc(-c2ccccc2)cc(-c2ccco2)c1C#N,-10,1.5,-3,-4,1,-2,-2,1,-0.1
O=C(O)CNC(=O)C(CS)Cc1ccccc1 (stereo unspecified),6,.,14,18,13,1,-6,0,0.2
CCCOc1ccc(NC(=O)CC2C(=O)N(C)C(=S)N2Cc2ccc3c(c2)OCO3)cc1 (stereo unspecified),-25,-0.4,2,2,2,-4,1,5,-0.1
CCN1CCc2c(OCc3ccccc3)cccc2C1=O,-5,0.6,5,2,1,-3,-4,-3,0.2
O=S1(=O)C=CC(c2ccccc2)C1 (stereo unspecified),1,-1.3,1,6,2,-2,0,-5,0.1
O=C(O)c1cn(C2CCCCC2)c2ccccc2c1=O,-10,-0.9,9,-1,1,0,1,5,-0.1
CCC(C(=O)NCCc1c[nH]c2cc(OC)ccc12)c1ccccc1 (stereo unspecified),5,0.8,-1,-3,0,-3,0,5,0.1
CCn1cc(C(=O)N[C@@H](CCSC)C(=O)NC(C)(C)CO)c(=O)c2cc3c(cc21)OCO3,6,-4.1,10,16,7,-2,0,3,-0.1
CO[C@H]1O[C@@H]2O[C@@]3(C)CC[C@H]4[C@H](C)CC[C@@H]([C@H]1C)[C@@]24OO3,14,-1.3,-1,1,2,0,0,7,0.1
CCCOc1ccccc1NC(=O)c1ccc(N)cc1,-2,0.0,6,9,0,1,2,-1,-0.1
COc1ccc(Cn2c(=O)[nH]c3cc(C(=O)N4CCN(c5ccc(C(C)=O)cc5)CC4)ccc3c2=O)cc1,-5,-1.2,7,2,1,-2,-13,-3,0.1
COc1ccc(C(C)=O)cc1COc1ccc(Cl)cc1Cl,8,-1.0,5,-2,0,1,3,4,-0.1
Cc1cc(C)cc(OCC(=O)N(Cc2ccccc2)C2CCS(=O)(=O)C2)c1 (stereo unspecified),6,1.5,3,3,0,-4,-1,3,-0.1
CCc1nc(-c2ccc(-c3ccc(OC)cc3)nc2OC)no1,3,-3.6,1,-4,16,-2,-3,-6,0.0
CCC(C)NC(=O)c1cc(C)no1 (stereo unspecified),7,3.5,2,-2,5,-6,1,9,0.0
COc1ccc(-c2ccc(SCC(=O)NC3CCCC3)nn2)cc1OC,23,-2.4,6,7,1,1,4,8,0.2
Cc1cccc(CC2CC(=O)N(c3ccc([N+](=O)[O-])cc3)C2=O)c1 (stereo unspecified),-13,0.0,6,-1,0,-6,2,-2,0.3
CCOC(=O)N1CCC(Nc2c(NCCCN(CC)c3cccc(C)c3)c(=O)c2=O)CC1,1,0.3,9,3,0,5,1,3,0.0
COc1ccc(CC(=O)OCC(=O)c2ccc[nH]2)cc1,7,.,2,8,2,6,.,7,0.1
O=C(O)CCCCCCNC(=O)c1cncc(O)c1,1,-5.1,-1,-1,0,1,3,-4,0.0
CCCCOc1cccc(/C=N/NC(=O)c2csc(C)c2C)c1,20,0.2,1,-3,0,-9,-6,6,0.1
C=C[C@@]1(C)CC(=O)[C@]2(O)[C@@]3(C)[C@@H](O)CCC(C)(C)[C@@H]3[C@H](OC(C)=O)[C@H](O)[C@@]2(C)O1,6,1.6,-1,-1,3,-7,-2,5,-0.2
O=C(N/N=C/c1ccncc1)C1C2CCCCCCC21 (stereo unspecified),1,0.3,5,7,2,5,8,5,-0.2
N#Cc1c(-c2ccccc2)nc(SCC(=O)N2c3ccccc3Sc3ccccc32)[nH]c1=O,3,-0.3,4,2,1,-18,-16,3,0.1
COc1ccc2c(c1)[nH]c1c(=O)n(/N=C/c3ccc(OC)c(CN4CCCC4)c3)cnc12,5,2.3,4,5,0,-4,-4,-8,0.1
CC12C=CC(=O)C=C1CCC1C3CCC(O)(C(=O)CO)C3(C)CC3OC312 (stereo unspecified),4,-3.9,6,7,0,3,5,-1,0.1
O=C1CC(c2ccccc2)NC(=O)N1 (stereo unspecified),-11,3.2,1,6,4,5,3,0,0.0
C=COCCCNc1ncnc2sc(-c3ccccc3)cc12,-9,3.6,6,8,1,-4,-4,3,0.0
O=C(CN1CCCCCC1)Nc1ccc(Br)cc1,.,0.5,0,-1,0,-3,1,1,0.0
COc1ccc([C@@H]2[C@@H]3C(=O)N(C(C)(C)C)C(=O)[C@@H]3[C@]3(Cc4ccccc4)C(=O)N(c4ccccc4)C(=O)N23)cc1,-5,1.5,-2,0,2,6,-4,1,0.0
O=C(C1=C[C@@H](C2CC2)C[C@@H](OCCCCO)O1)N1CCOCC1,7,1.2,3,2,2,4,-3,4,-0.3
O=C(N/N=C(/c1ccccc1)c1ccncc1)c1ccc2c(c1)OCO2,-22,2.2,3,7,0,2,-1,-1,0.0
CC1CCN(c2ccc(C(=O)NCCc3ccccc3)cn2)CC1,8,1.4,1,-2,0,5,0,2,0.2
CCOc1ccc(C(=O)N2CCN(c3cccc(C)c3C)CC2)cc1,-3,1.9,5,1,4,-6,3,-5,0.1
O=C(NCCn1cc(SCC(=O)N2CCOCC2)c2ccccc21)c1c(F)cccc1F,21,-2.7,3,-3,0,0,2,2,-0.1
CS(=O)(=O)N(CC(=O)NCC1CCCO1)c1cccc(Cl)c1 (stereo unspecified),3,-0.1,6,1,2,0,1,2,0.1
Nc1ncn(C23CC4CC(CC(C4)C2)C3)n1,8,-2.1,7,1,0,6,0,1,0.1

# (cont.)
SMILES,VLA-4 inh,MEX-5 binding,BCLXL inh,MCL1-BIM inh,GRK2 aptamer HTS,PME-1 inh,Fam108B inh,GLD-1 RNA inh,Efflux pump inh
Cc1ccc(C(=O)NC(=S)N(C)C2CCCCC2)cc1Br,-1,-1.9,6,14,3,0,8,5,-2.8
COc1cccc(C(=O)NNC(=O)CCC(=O)O)c1,9,2.8,4,1,3,-1,0,7,-0.1
Cc1ccc(O)c(C(=O)c2cnc3c(c2)c(C)nn3-c2ccccc2)c1,22,-0.1,3,9,4,-10,-7,0,0.2
COc1cc([N+](=O)[O-])ccc1NC(=S)NCc1ccccn1,.,0.8,3,4,0,1,0,6,-0.1
CCC(=O)Nc1cccc(C(=O)/C=C/c2ccccc2)c1,13,1.1,0,0,2,0,-1,4,0.0
S=C(NCc1ccccc1)NCc1ccccc1,6,3.3,3,2,0,7,4,3,0.0
CCc1ccccc1NC(=O)CN(C)C(=O)Cn1cc(C(F)(F)F)cc(Cl)c1=O,3,1.6,6,3,0,-6,-6,2,0.0
CCN(CC)S(=O)(=O)c1ccc(NC(=O)c2ccc(Sc3nncn3C)c([N+](=O)[O-])c2)cc1,11,-2.7,3,-4,0,1,-3,1,-0.2
Oc1c(Br)cc(Br)cc1/C=N/c1nccs1,14,.,18,20,4,10,.,2,0.2
CN1CCN(C(=S)SCC(=O)N2CCCc3ccccc32)CC1,17,-0.5,7,8,0,5,0,2,0.0
Cc1ccnc(N2CCC(C(=O)NNC(=O)c3ccccc3)CC2)n1,3,2.8,5,2,1,2,-1,-4,-0.1
NC(=O)CCN1CCN(C(=O)c2ccc3nc(Cc4cccc(Cl)c4)oc3c2)CC1,-6,-2.4,-1,1,3,0,-1,5,0.0
O=C(COC(=O)/C=C/c1ccc2c(c1)OCO2)Nc1ccccc1,0,-1.6,1,2,2,1,0,1,0.3
COC(=O)CC1COc2ccccc2N1C(=O)c1ccc(OC)cc1 (stereo unspecified),-3,-0.6,-2,-1,0,3,0,-2,0.0
CCN1C(=O)N[C@@H](c2cccc(C(F)(F)F)c2)[C@@H](C(=O)OC)[C@H]1C,0,-2.9,2,8,2,0,-6,5,0.0
O=C(CCN1C(=O)C2C3C=CC(C4CC34)C2C1=O)Oc1cccc2cccnc12 (stereo unspecified),0,0.6,-5,3,2,-1,2,0,0.0
CCN(CC)C(=O)Cn1cc(S(=O)(=O)CC(=O)Nc2ccc3c(c2)OCCO3)c2ccccc21,5,2.0,2,0,4,1,4,-1,-0.1
Cc1ccc(S(=O)(=O)N2[C@@H](c3ccc(Cl)cc3)C(C(=O)O)=CC[C@H]2c2ccc(Cl)c(Cl)c2)cc1,-5,.,9,6,1,-11,-14,3,0.1
Cc1ccc(-c2nnc3ccc(SCC(=O)NCc4ccco4)nn23)cc1,15,-3.2,1,-1,1,9,5,2,0.1
O=C(Nc1ccccc1Cl)c1cccc(NC(=O)c2cccs2)c1,14,0.3,.,.,0,.,.,.,0.0
COc1ccc(CN2CCN(c3ccccn3)CC2)c(OC)c1,-17,0.4,-1,5,0,-14,1,-5,0.0
O=C(NNS(=O)(=O)c1ccc(F)cc1)c1ccccc1O,-5,-4.4,-3,8,0,-3,2,6,0.1
CC1(C)Cc2c(C#N)c(NCCO)nc(-c3ccco3)c2CO1,-4,-2.8,4,-4,1,2,-2,-7,0.0
Nc1nc(NCc2ccccc2)nc(-c2ccccc2)n1,0,-1.0,3,3,0,0,-2,10,-0.2

# Quoted from the listing.
# MCL1-BIM inh with O=C(NNS(=O)(=O)c1ccc(F)cc1)c1ccccc1O = 8
# Efflux pump inh with S=C(NCc1ccccc1)NCc1ccccc1 = 0.0

# Bioassay records from PubChem.
